Screening results (PubChem BioAssay)
TRPV1 agonist: human TRPV1 agonism; 320,000 compounds, 0.19% hits; activation, % at 8.33 µM; TRPV1-expressing cells, Fluo-8 calcium influx, agonist mode; in the data active = activation above about 80%; inconclusive = between about 30% and that limit; also: 0% is about no effect
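Cells expressing TRPV1 were dye-loaded with Fluo-8 and read kinetically: 10 s baseline, 3 min after compound (agonist portion), then 2 min after EC20 capsaicin (allosteric enhancer portion). Calcium-bound dye fluorescence at 480/520 nm.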
p53 reactivator: mutant p53 re-activation in reporter cells | H1299 p53-A138V BP100-luciferase reporter, luminescence, 24 h | Potency, µM (titrated, usually from 92.2 µM), for inactives: at the highest dose activity change, positive = activation, hits mostly activators | 320,000 compounds, 0.063% hits | AID 504706; also: potency is read from the fitted curve at half-maximal effect; % of control where 0% means no effect; nearly all actives have a fitted effect of over 45% in size
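p53-null H1299 cells stably carrying temperature-sensitive p53-A138V and a BP100-luciferase reporter were pinned with compounds (4-point, 1:5 series) and held 24 hrs at 37 deg C. Luminescence was read 10 min after detection reagent.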
NPC1 prom act: activates the NPC1 promoter. Huh7 NPC1 promoter luciferase reporter, 24 h. Potency, µM (top dose mostly 9.22 µM), without a hit: top-dose activation, most hits filed as activators. 320,000 compounds, 2.4% hits;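 also: potency is read from the fitted curve at half-maximal effect; % of control where 0% means no effect; nearly all actives have a fitted effect of over 60% in size; reporter is driven by a mutant NPC1 promoter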
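Compounds in DMSO were transferred onto Huh7 NPC1-luciferase reporter cells pre-incubated 2 h; after 24 h at 37 °C, Amplite reagent was dispensed and luminescence recorded 10 min later.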
Rab9 prom act: activates the Rab9 promoter; Huh7 Rab9 promoter-luciferase reporter, luminescence, 24 h; Potency, µM (highest dose often 9.22 µM), inactives show at the top dose activation, negative = inhibition, actives largely listed as activators; 320,000 compounds, 2.8% hits; also: potency is read from the fitted curve at half-maximal effect; % of control where 0% means no effect; nearly all actives have a fitted effect of over 60% in size
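Luminescence read-out: Huh7 cells stably expressing Rab9-luciferase, treated 24 h with compound at 37 °C, then lysed with luciferase reagent for 10 min at ambient before reading.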
BRCA1 expr up: increases BRCA1 expression | MCF7-BRCA1-FFLuc reporter, luminescence, 48 h; response scale: scaled: vehicle 0%, 10 µM genistein 100% | Potency, µM (titrated, usually from 46.1 µM), inactives show top-dose activation, hits mostly activators | 380,000 compounds, 1.1% hits | AID 624202; also: potency is read from the fitted curve at half-maximal effect; nearly all actives have a fitted effect of over 80% in size; some results filed as inactive show a strong effect at the top dose
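Compounds are tested at multiple concentrations on MCF7 BRCA1-luciferase reporter cells seeded at 2000 per well; after 48 h, a single luminescence end-point is taken and curves fitted to the normalized data.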
ELG1 genotox: induces genotoxicity in HEK293T cells with luciferase-tagged ELG1 | 330,000 compounds, 1.3% hits | Potency, µM (series often up to 46 µM), inactives show at the top dose activity change, positive = activation, hits mostly activators | HEK293T ELG1-luciferase reporter, luminescence, 16 h; also: potency is read from the fitted curve at half-maximal effect; % of control where 0% means no effect; nearly all actives have a fitted effect of over 60% in size
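Genotoxic stress is detected as increased luminescence from luciferase-tagged ELG1 in HEK293T cells, measured with ONE-Glo after a 16 hr treatment at 37 °C.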
ELG1 repair inh: blocks ELG1-dependent DNA repair in HEK293T cells. 330,000 compounds, 2.3% hits. Potency, µM (highest dose often 46.1 µM), inactives show at the top dose activity change, negative = inhibition, most hits filed as inhibitors. AID 504467. HEK293T ELG1-luciferase reporter, luminescence, 16 h; DNA damage induced by 5-fluorouridine; also: potency is read from the fitted curve at half-maximal effect; % is scaled to controls: 0 for no effect and ±100 for the full control effect; nearly all actives have a fitted effect of over 55% in size
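Quantitative HTS, concentration-response format. 2,000 cells/well co-treated with 5-fluorouridine and compound, 16 hr in 5% CO2 at 37 °C; ONE-Glo luminescence read after 30 min.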
RORg inh: blocks mouse ROR gamma transcriptional activity; P51450; AID 2551; Potency, µM (highest dose often 53.6 µM), for the others: top-dose activity change, negative = inhibition, most hits filed as inhibitors; Drosophila S2 Gal4-RORgamma UAS-luciferase reporter, 20 h; 310,000 compounds, 5.4% hits; also: potency is read from the fitted curve at half-maximal effect; % is scaled to controls: 0 for no effect and ±100 for the full control effect; nearly all actives have a fitted effect of over 60% in size
Target sequence (P51450 whole entry, looked up, the tested form may be a part): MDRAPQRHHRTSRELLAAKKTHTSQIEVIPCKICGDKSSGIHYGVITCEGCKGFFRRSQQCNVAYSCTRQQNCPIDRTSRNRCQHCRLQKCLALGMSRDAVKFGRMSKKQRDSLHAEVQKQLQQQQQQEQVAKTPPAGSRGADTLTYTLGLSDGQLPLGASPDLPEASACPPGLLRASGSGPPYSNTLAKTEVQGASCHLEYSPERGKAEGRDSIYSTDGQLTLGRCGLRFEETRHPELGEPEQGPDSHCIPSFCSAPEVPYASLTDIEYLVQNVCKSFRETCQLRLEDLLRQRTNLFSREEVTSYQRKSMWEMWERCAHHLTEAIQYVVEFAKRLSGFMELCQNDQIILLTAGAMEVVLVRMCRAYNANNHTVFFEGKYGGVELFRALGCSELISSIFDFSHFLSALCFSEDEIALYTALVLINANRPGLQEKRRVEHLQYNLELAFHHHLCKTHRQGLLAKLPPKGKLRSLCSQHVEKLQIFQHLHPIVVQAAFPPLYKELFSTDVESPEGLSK
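Stably transfected Drosophila Schneider cells are the test system, with ROR gamma fused to Gal4 and luciferase under UAS control; luminescence is read after 20 hr of 700 uM copper sulfate induction at ambient temperature.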
Tb PFK block: blocks T. brucei phosphofructokinase | Potency, µM (top dose mostly 57.5 µM), for the others: at the top dose activity, negative = inhibition, actives largely listed as inhibitors | T. brucei PFK, ADP-Glo luminescence | 330,000 compounds, 0.17% hits | AID 485367;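 also: potency is read from the fitted curve at half-maximal effect; 0% = uninhibited 1x PFK enzyme wells and -100% = no-enzyme wells; nearly all actives have a fitted effect of over 60% in size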
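PFK 1.25 nM, F6P 0.5 mM, ATP 0.1 mM, 0.1 M TEA pH 8.0, 5 mM MgCl2, 0.01% Tween20, 0.1% BSA; 45 min RT. ADP-Glo readout. qHTS titration up to 57 uM; curves fitted, compounds curve-classed.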
VP16 counter: inhibits Gal4-VP16 luciferase reporter, ROR gamma counter-screen; Potency, µM (series often up to 53.6 µM), for inactives: at the top dose activity, negative = inhibition, most hits filed as inhibitors; 310,000 compounds, 3.5% hits; Drosophila S2 Gal4-VP16 UAS-luciferase, luminescence, 20 h;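 also: Gal4-VP16 expression switched on by copper sulfate through the metallothionein promoter; potency is read from the fitted curve at half-maximal effect; % is scaled to controls: 0 for no effect and ±100 for the full control effect; nearly all actives have a fitted effect of over 50% in size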
FLuc modulator: firefly luciferase modulation, counter-screen for miR-21 project; P08659; 360,000 compounds, 6.9% hits; purified FLuc, Km substrates, luminescence inhibition; Potency, µM (doses to about 57.5 µM), inactives show at the highest dose activity change, negative = inhibition, most hits filed as inhibitors;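 also: potency is read from the fitted curve at half-maximal effect; plate controls were vehicle for no effect and reference inhibitor for full effect; nearly all actives have a fitted effect of over 55% in size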
Target sequence (P08659 whole entry, looked up): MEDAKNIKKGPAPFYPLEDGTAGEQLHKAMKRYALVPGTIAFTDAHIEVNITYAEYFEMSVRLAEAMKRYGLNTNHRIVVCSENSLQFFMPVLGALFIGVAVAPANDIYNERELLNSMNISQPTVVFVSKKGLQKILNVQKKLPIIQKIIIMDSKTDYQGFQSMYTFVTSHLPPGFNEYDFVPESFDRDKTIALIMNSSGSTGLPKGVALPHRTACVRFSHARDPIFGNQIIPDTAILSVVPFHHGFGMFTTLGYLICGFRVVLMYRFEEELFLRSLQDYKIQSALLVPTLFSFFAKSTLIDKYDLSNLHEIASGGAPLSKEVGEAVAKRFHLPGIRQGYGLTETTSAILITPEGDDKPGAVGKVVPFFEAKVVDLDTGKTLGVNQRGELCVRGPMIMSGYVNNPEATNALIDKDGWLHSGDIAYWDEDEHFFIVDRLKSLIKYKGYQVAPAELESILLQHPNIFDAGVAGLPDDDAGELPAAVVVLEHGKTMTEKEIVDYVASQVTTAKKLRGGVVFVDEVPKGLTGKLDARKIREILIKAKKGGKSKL
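Purified P. pyralis luciferase (10nM final) with 10uM D-luciferin and 10uM ATP (Km levels) in 50mM Tris acetate pH 7.5, 10mM Mg acetate, 0.01% Tween-20, 0.05% BSA; qHTS 6-point titration, ~60 µM downward; luminescence read.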
Starred values were filed as active, the others as inactive; ? = inconclusive; . = not tested or not shown. Unless noted, calls follow the shape of the dose curve; as a rule, active = well fitted curve in the direction sought with a large enough effect; inconclusive = small, poorly fitted or top-dose-only effect, or another doubt; inactive = no such curve, though single readings can be large; an effect the other way counts as inactive or inconclusive. No enrichment for hits; overall some 15% were active at least once.

Order of results – TRPV1 agonist, p53 reactivator, NPC1 prom act, Rab9 prom act, BRCA1 expr up, ELG1 genotox, ELG1 repair inh, RORg inh, Tb PFK block, VP16 counter, FLuc modulator
CCC(C)(C)NC(=O)C(c1ccc(F)cc1)N(Cc1ccco1)C(=O)c1cnccn1 (stereo not given)
 : 10.3, 1.5%, -1.0%, 0.4%, 2.9%, 0.5%, 5.4%, 11.1%, 19.0%, 6.5%, -0.1%
O=C(Nc1ccc(OC(F)F)cc1)c1cc[n+]([O-])cc1
 : 6.1, 4.3%, -1.8%, -4.9%, -25.3%, -0.1%, -4.1%, 3.0%, 1.0%, -5.5%, 6.7%
CC(C)(O)c1[nH]c2cc(C(F)(F)F)ccc2c1C(C)(C)O
 : 4.7, 14.6%, -7.4%, 0.6%, -17.5%, 0.3%, 11.7%, ?, -2.1%, -0.8%, -2.5%
C=CCOc1ccc(/C=C2\SC(N)=NC2=O)cc1OC
 : 0.8, -2.8%, -2.2%, -11.5%, -1.9%, ?, ?, 3.9%, 1.2%, 1.1%, 10.7µM*
COC(=O)c1ccc(CN2CCC(Oc3cccc(C(=O)N4CCOCC4)c3)CC2)cc1
 : 2.7, -4.9%, 14.8%, 0.9%, -30.2%, 2.4%, -13.2%, ?, 0.0%, 17.0%, 6.5%
S=C(c1ccc(Br)cc1)N1CCCC1
 : 3.1, -7.5%, -0.6%, 1.1%, -3.2%, -2.3%, 9.7%, -14.3%, -10.1%, 1.8%, -1.1%
O=S(=O)(Nc1ccc2nc(-c3ccco3)[nH]c2c1)c1ccccc1
 : 1.6, ?, ?, ?, ?, 20.1%, ?, ?, 3.7%, -0.5%, 12µM*
CCOC(=O)C1CCN(C(=O)c2cccc(NC(=O)C(CC)CC)c2)CC1
 : -1.7, 0.0%, 1.2%, 12.6%, -0.5%, -3.1%, 6.4%, 0.2%, -5.8%, 0.6%, 14.8%
CC(C)(C)OC(=O)CNC(=O)c1nc[nH]c1C(=O)N1CCN(C(=O)OC(C)(C)C)CC1
 : 1.3, ., -0.9%, -2.1%, -8.2%, 0.0%, 24.8%, -13.0%, 3.9%, 7.7%, 8.2%
COC(=O)c1ccc(COC(=O)c2ccc(-n3cnnn3)cc2)o1
 : -1.2, 10.2%, 7.0%, -1.6%, -0.1%, -0.2%, ?, -2.0%, 6.3%, 0.3%, -5.0%
COc1ccccc1NC(=O)COC(=O)C1CC1
 : 0.5, 0.1%, -2.1%, 3.4%, 3.0%, -0.8%, 0.2%, 1.3%, 4.2%, 2.2%, 1.9%
COc1ccc(N2C(=O)N[C@@H](Cc3ccccc3)C2=O)cc1OC
 : 3.7, -0.4%, -6.9%, -8.1%, 10.5%, 0.3%, ?, -13.0%, 6.0%, -9.3%, 0.9%
O=C1CC(c2cccnc2)c2cc3c(cc2N1)OCO3 (stereo not given)
 : 0.4, -2.0%, -7.4%, 1.0%, 0.0%, 4.8%, -0.1%, 2.8%, 0.9%, 2.5%, -0.8%
CCCNC(=O)c1onc(CS(=O)(=O)c2cccc(OC)c2)c1C(=O)NCCC
 : -1.9, -3.8%, -3.1%, -5.3%, -27.6%, -1.1%, 28.5%, ., 0.0%, ., -2.5%
CN(C)CCCOc1cccc(Oc2ccccc2)c1
 : -1.2, -6.4%, 0.0%, -1.6%, 23.2%, -3.3%, 10.7%, -0.2%, -0.8%, -1.3%, -3.3%
CCOC(=O)NN1C(=O)c2ccccc2NC1c1ccc(N(C)C)cc1 (stereo not given)
 : 14.1, 8.5%, -0.9%, 1.3%, 24.6%, -0.2%, 14.8%, -24.7%, 1.2%, -5.0%, -3.3%
CNc1nc(Sc2ccc(C)cc2)cc(C(F)(F)F)n1
 : 5.6, -2.0%, 2.3%, 7.4%, -17.0%, -0.6%, -11.4%, 9.9%, -0.3%, 0.8%, -7.0%
Cc1ccccc1C(=O)NC(=S)Nc1ccc(Oc2ccc(Cl)cc2)cc1
 : -2.5, 6.8%, -2.9%, -8.1%, -28.5%, 1.0%, -19.3%, 3.16µM*, 0.2%, 11.2µM*, 0.8%
O=C(NCCc1ccc(Cl)cc1)c1ccc2nc(N3CCOCC3)sc2c1
 : ?, 14.0%, 3.2%, -1.9%, 3.4%, 3.9%, 10.8%, 35.7%, 0.7%, ?, -4.0%
OC(C#CCN1CCCC1)(c1ccccc1)c1cccc(F)c1 (stereo not given)
 : 8.5, -10.4%, -3.5%, -3.0%, 2.6%, 1.4%, 12.2%, 20.4%, 5.3%, 2.7%, -0.9%
COC(=O)c1ccc(C)c(NC(=O)CCc2cc(OC)c(OC)c(OC)c2)c1
 : 0.0, -1.2%, -1.4%, 2.0%, -14.7%, -1.8%, 6.9%, 33.3%, 2.5%, 5.8%, -1.9%
O=S(=O)(c1c(F)cccc1F)N1CCCC2CCCCC21 (stereo not given)
 : 17.5, 2.0%, -0.4%, -8.5%, -9.6%, 1.3%, 2.5%, ., -11.9%, ., -1.4%
O=C(NCc1cccnc1)c1ccccc1NS(=O)(=O)c1ccccc1
 : -2.2, -10.5%, 0.0%, 3.5%, 10.8%, -1.0%, ?, 27.8%, -1.0%, 0.7%, 1.8%
CN(CCCCCCCCCCN(C)C(=O)Oc1cccc([N+](C)(C)C)c1)C(=O)Oc1cccc([N+](C)(C)C)c1
 : -0.5, 6.7%, -3.1%, -2.9%, -16.2%, -10.0%, 16.3%, ., -0.1%, ., 4.6%
Cc1nnc(N=c2ssnc2Cl)o1
 : -4.9, 4.2%, -0.9%, -11.9%, -2.6%, 1.2%, ?, ., ?, ., ?
Cc1nc(NCC(c2ccccc2)N(C)C)c2c(C)c(C)sc2n1 (stereo not given)
 : 29.1, -0.4%, -3.0%, -3.5%, -19.0%, -1.6%, -2.2%, -38.6%, 1.1%, 15.2%, -2.2%
CCSCCOC(=O)C1=C(C)NC(=O)NC1c1ccccc1 (stereo not given)
 : -1.2, -6.9%, -2.5%, -2.3%, -11.1%, -0.9%, -4.6%, 9.7%, -2.8%, 5.3%, 0.1%
CC(C)(C)c1csc(NNC(=O)c2ccc(Cl)cc2)n1
 : ?, ?, ?, 22.3%, -34.6%, 8.1%, -28.8%, 0.447µM*, -1.8%, 7.08µM*, ?
Cc1ccc(C(=O)NCC(=O)N(C)CC(=O)Nc2ccccc2Br)s1
 : 1.7, 11.9%, -3.2%, 0.5%, 1.4%, 1.4%, -3.3%, ., 1.9%, ., -3.2%
COc1cc(C(c2c(C)[nH][nH]c2=O)c2c(C)[nH][nH]c2=O)cc(OC)c1OC
 : -4.7, -1.0%, -7.1%, -12.3%, -13.4%, 0.7%, 6.3%, -19.2%, 0.4%, 4.9%, -2.4%
Cc1cc(C)c(NC2=NCC(=O)N2C2CCCCC2)c(C)c1
 : 13.4, -2.6%, -1.3%, 1.1%, -3.8%, 19.1%, 12.5%, -3.5%, 5.6%, -5.4%, 9.3%
Cc1ccc(-n2ncc3c2CCCC3NC(=O)CCCN2CCCCC2=O)cc1C (stereo not given)
 : 1.0, 5.7%, -4.0%, 5.1%, -9.7%, -3.5%, 1.7%, 1.6%, -0.4%, -4.6%, -4.4%
CCCC(=O)Nc1ccc(S(=O)(=O)N2CCOCC2)cc1
 : 1.6, -1.6%, -2.9%, -11.6%, 7.6%, 5.1%, 14.0%, 14.6%, -2.5%, -5.7%, -0.1%
CN(C)/N=C1\C(=O)N(CN2CCN(c3ccccc3)CC2)c2ccccc21
 : 1.3, 4.2%, -1.5%, -2.5%, -0.8%, 0.9%, 12.9%, ., -8.0%, ., 4.3%
c1ccc(-c2nc(NC3CCCC3)c3ccccc3n2)cc1
 : 15.0, -4.9%, -0.3%, -0.4%, -32.9%, -1.5%, ?, ?, -0.4%, -14.3%, -7.2%
Cc1ccc2c(c1)N(CC(=O)NCc1ccco1)C(=O)CO2
 : 1.6, -7.4%, -8.4%, -0.4%, -7.9%, 6.8%, 0.7%, -17.1%, 2.6%, -14.8%, 6.3%
CCOC(=O)c1c(NC(=O)CNCCO)sc(C)c1C
 : -1.7, -5.3%, 0.1%, -1.2%, -31.5%, 2.4%, 14.6%, ?, -0.6%, -17.5%, 5.0%
Cc1ccc(NC(=O)C2CCN(S(=O)(=O)c3cc([N+](=O)[O-])ccc3Cl)CC2)nc1
 : ., 4.6%, ., ., -40.1%, 1.2%, -28.8%, ., 0.2%, ., .
